Assay outcomes as filed in PubChem BioAssay.
ARFGAP1 inhibitor – inhibitors of rat ARFGAP1; Q62848; Arfgap1-stimulated ARF1 GTP hydrolysis, GDP FP detection; AID 651572; inhibition, % at 16.5 µM; 360,000 compounds, 0.26% hits;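 active = inhibition above a per-plate limit, mean inhibition of low control wells plus 3 SD, cut at about 25% in these data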;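 also: 0% = DMSO wells with enzyme and 100% = wells lacking Arfgap1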
Target sequence (Q62848 1-136 limits assumed): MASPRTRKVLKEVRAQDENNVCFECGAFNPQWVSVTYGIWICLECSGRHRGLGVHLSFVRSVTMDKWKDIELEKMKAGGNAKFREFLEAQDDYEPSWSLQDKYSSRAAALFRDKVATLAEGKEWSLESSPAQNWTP
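System: truncated rat Arfgap1 GAP domain / Medium: HEPES-based buffer, pH 7.5 / Also added: N-terminally truncated human ARF1-GTP substrate / Incubation: enzyme reaction 120 min at 25 °C after 20 min preincubation / Measured by: FP of antibody-bound GDP Alexa 633 tracer, ex 620/em 688 nm / Replicates: singlicate, each compound tested once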
ASAP1 inh – ASAP1 ArfGAP inhibition | Q9ULH1 | ASAP1-stimulated ARF1 GTP hydrolysis, GDP FP detection | inhibition, % at 16.5 µM | 360,000 compounds, 0.19% hits | AID 624377; in the data active = inhibition above about 25%;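 also: 0% = vehicle with enzyme and substrate and 100% = no enzyme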
Tn7 DDE FP – DD(E)-Tn7 binding inhibition, primary FP screen; inhibition, % at 8.3 µM; P02675; AID 720508; 370,000 compounds, 0.13% hits; FP displacement of FITC-Tn7 peptide from fibrin DD(E); 0% = median of compound wells per plate;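 active = inhibition above the mean of compounds falling within the control limits plus 3 SD of them, cut at about 14% in these data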;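 also: 0% = plate median of compound wells and 100% = 10 µM Aha-Tn7 peptide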
Target sequence (P02675 whole entry, looked up): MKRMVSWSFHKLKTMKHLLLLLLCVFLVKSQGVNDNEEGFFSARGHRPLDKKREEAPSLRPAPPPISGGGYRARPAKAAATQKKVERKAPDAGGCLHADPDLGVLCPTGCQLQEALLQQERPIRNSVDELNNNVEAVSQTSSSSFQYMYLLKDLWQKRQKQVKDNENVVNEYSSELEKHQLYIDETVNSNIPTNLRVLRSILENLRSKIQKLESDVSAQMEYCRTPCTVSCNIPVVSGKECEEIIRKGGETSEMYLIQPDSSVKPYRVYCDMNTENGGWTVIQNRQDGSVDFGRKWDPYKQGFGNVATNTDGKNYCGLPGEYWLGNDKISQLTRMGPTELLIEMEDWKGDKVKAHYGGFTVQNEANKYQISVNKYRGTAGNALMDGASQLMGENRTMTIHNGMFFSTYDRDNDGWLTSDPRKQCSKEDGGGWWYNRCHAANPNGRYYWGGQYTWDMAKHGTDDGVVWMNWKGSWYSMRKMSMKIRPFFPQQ
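Also added: labelled Tn7 tracer, 0.1 µM; Assay system: human fibrin DD(E) protein; Amount: 2 µM fibrin DD(E); Schedule: 10 min compound pre-incubation, 3 h probe incubation at room temperature; Repeats: one replicate per compound; Read-out basis: percent inhibition; Measured by: fluorescence polarization of the labelled Tn7 tracer.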
ADAM17 inh – inhibitors of human ADAM17 | P78536 | recombinant ADAM17, EDANS/DABCYL FRET peptide cleavage | inhibition, % at 6.95 µM | 370,000 compounds, 0.83% hits | AID 720648;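 active = inhibition above the mean of compounds lying between control limits plus 3 SD, set per campaign, cut at about 8.5% in these data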;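 also: 0% = DMSO-only wells as the low control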
PLC-beta3 inh – blocks human PLC-beta3 enzyme activity; 370,000 compounds, 0.18% hits; Purified PLC-beta3, fluorogenic substrate, fluorescence; inhibition, % at 12.2 µM; AID 720704; in the data active = inhibition above about 11%;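 also: 0% = median of compound wells on plate and 100% = full blocker control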
SIAE inh – blocks human sialic acid acetylesterase. Q9HAT2. SIAE FP-Rh probe binding, fluorescence polarization. inhibition, % at 9.66 µM. 370,000 compounds, 0.69% hits. AID 1053197;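 active = inhibition above a cutoff: mean of compounds within the control limits plus 3 SD of those, cut at about 17% in these data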;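 also: 0% = plate median of compound wells and 100% = probe without SIAE protein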
ADAM10 inh – ADAM10 inhibition, QFRET primary screen. O14672. recombinant ADAM10, EDANS/DABCYL FRET peptide cleavage, 3 h. inhibition, % at 7 µM. 370,000 compounds, 0.62% hits. AID 720582;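 active = inhibition above a per-campaign cutoff equal to the mean of compounds falling between control-based bounds plus 3 SD, cut at about 20% in these data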;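 also: 0% = DMSO wells while the 100% control is not disclosed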
PLC-gamma1 inh – blocks human PLC-gamma1 enzyme activity. purified PLC-gamma1, fluorogenic substrate, fluorescence. inhibition, % at 12.2 µM. 370,000 compounds, 0.84% hits; in the data active = inhibition above about 9.5%
TDP2 inh – TDP2 (human) inhibition, absorbance primary screen; inhibition, % at 12.8 µM; recombinant TDP2, T5PNP hydrolysis, p-nitrophenol absorbance 415 nm; 370,000 compounds, 0.34% hits; AID 720702; O95551;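 active = inhibition above the mean of all tested compounds plus 3 SD, set per campaign, cut at about 25% in these data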;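 also: 0% = DMSO with enzyme and 100% = buffer with substrate but no TDP2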
Target sequence (O95551 whole entry, looked up): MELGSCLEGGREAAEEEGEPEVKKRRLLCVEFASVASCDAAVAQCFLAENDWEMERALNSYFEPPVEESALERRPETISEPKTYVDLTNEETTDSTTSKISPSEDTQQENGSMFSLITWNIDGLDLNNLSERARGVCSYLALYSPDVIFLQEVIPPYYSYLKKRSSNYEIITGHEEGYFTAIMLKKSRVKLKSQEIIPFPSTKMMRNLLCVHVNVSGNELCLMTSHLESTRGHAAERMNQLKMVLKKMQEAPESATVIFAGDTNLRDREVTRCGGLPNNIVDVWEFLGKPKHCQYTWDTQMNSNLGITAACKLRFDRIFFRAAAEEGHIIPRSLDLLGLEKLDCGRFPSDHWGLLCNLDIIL
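Test system: Human TDP2 enzyme | Reagent: 5 mM T5PNP | Compound dosing: 12.8 µM single point, 1% DMSO | Incubation: Enzyme reaction with compound for 2 h at 37 °C | Technique: p-Nitrophenol epi absorbance | Read-out: % inhibition relative to enzyme-containing and enzyme-free wells | Benchmarks: High control without enzyme, low control DMSO plus TDP2 | Replicates: Singlicate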
DDE Tn6 FP inh – disrupts Tn6 cyclic peptide binding to fibrin D-Dimer-E complex; P02675; 370,000 compounds, 0.21% hits; inhibition, % at 8.3 µM; Fibrin DD(E) TRITC-Tn6 fluorescence polarization displacement;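 active = inhibition above a per-campaign cutoff: mean of compounds within control limits plus 3 SD, cut at about 15% in these data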;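 also: 0% = median of all compound wells on the plate and 100% = blocking peptide control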
Numbers without * were called inactive; i = inactive; · = not tested or not shown.

SMILES | ARFGAP1 inhibitor | ASAP1 inh | Tn7 DDE FP | ADAM17 inh | PLC-beta3 inh | SIAE inh | ADAM10 inh | PLC-gamma1 inh | TDP2 inh | DDE Tn6 FP inh
O=C(Nc1c(C(=O)N2CCOCC2)oc2ccccc12)c1ccccc1Cl | 4 | -5 | 0 | 0 | 0 | 1 | 3 | 1 | 7 | -11
CC1=C(OC(=O)C(C)(C)C)C(C)(C)C(c2ccccc2)OC1=O (configuration not stated) | -3 | -9 | 3 | -1 | 0 | 4 | 4 | -2 | 0 | -3
Cc1oncc1C(=O)NC1CCCCC1 | -4 | -1 | -4 | -3 | 1 | -6 | -5 | -2 | 4 | -6
CC1(C)CC(O)(CCNCc2ccc3c(c2)OCO3)CCO1 (configuration not stated) | -1 | 10 | -5 | -3 | 0 | 7 | 2 | -1 | 7 | -2
Cc1cc(C)cc(NC(=S)N2CCCC2)c1 | 0 | -2 | -4 | 1 | -6 | 7 | -7 | -1 | -4 | 1
CC(=O)Nc1ccc(S(=O)(=O)N(CCO)Cc2ccccc2)cc1 | 15 | -14 | 6 | -5 | 2 | 3 | 4 | 1 | 2 | 5
Cc1cc(C)nc(Nc2n[nH]c(COc3ccccc3)n2)n1 | 7 | 0 | -5 | -4 | 1 | 1 | 2 | 2 | 8 | -11
COc1ccc(-n2ncc3c(SCC(=O)NNC(C)=O)ncnc32)cc1 | -3 | 2 | -9 | 4 | -11 | 2 | 4 | -6 | 10 | 3
COC(=O)[C@]12CCCCC=C1N(Cc1ccc(OC)cc1)C(=O)[C@@H]2CC(=O)NCC1CCCCC1 | · | · | -3 | -1 | 2 | 1 | 4 | -1 | -2 | -2
COc1ccc(NC(=O)CN(C)C(C)C(=O)NC(=O)NC2CCCCC2)cc1 (configuration not stated) | 6 | 16 | -7 | 3 | -7 | 2 | -8 | -12 | -6 | 3
O=C(CSc1nc2c(c(=O)n1-c1ccc(Cl)cc1)SCC2)N1CCCC1 | 0 | -3 | -7 | 2 | 2 | 1 | 4 | 5 | -5 | 3
O=C(CSc1nc(-c2ccco2)cc(C(F)(F)F)n1)N1CCc2ccccc2C1 | -10 | -17 | 4 | -8 | -6 | -6 | 3 | -4 | 5 | 6
Cc1cc(C)c[n+](C[n+]2cc(C)cc(C)c2)c1 | -6 | 0 | 4 | -2 | 3 | -14 | 6 | 2 | 2 | 8
Cc1cccc(N(Cc2ccc(Cl)cc2)S(C)(=O)=O)c1 | -6 | 7 | 0 | -1 | 2 | 0 | -2 | 0 | 0 | -5
Cc1cc2c(cc1C)C(c1cc(Br)ccc1F)CC(=O)N2 (configuration not stated) | 1 | -5 | -1 | 0 | 6 | 0 | 6 | 5 | -3 | 0

Some values from the results shown.
PLC-beta3 inh, `CC1=C(OC(=O)C(C)(C)C)C(C)(C)C(c2ccccc2)OC1=O` (configuration not stated) : 0
SIAE inh, `CC1(C)CC(O)(CCNCc2ccc3c(c2)OCO3)CCO1` (configuration not stated) : 7
ADAM10 inh, `CC(=O)Nc1ccc(S(=O)(=O)N(CCO)Cc2ccccc2)cc1` : 4
SIAE inh, `Cc1cc(C)c[n+](C[n+]2cc(C)cc(C)c2)c1` : -14

(listing goes on)
SMILES | ARFGAP1 inhibitor | ASAP1 inh | Tn7 DDE FP | ADAM17 inh | PLC-beta3 inh | SIAE inh | ADAM10 inh | PLC-gamma1 inh | TDP2 inh | DDE Tn6 FP inh
CCOC(=O)N1CCN(C(=O)c2cc(OC)c(OC)c(OC)c2)CC1 | 0 | -7 | -3 | 4 | -1 | -5 | -5 | 4 | -1 | -1
O=C(Nc1cccc2ccccc12)/C(=C/c1cccc([N+](=O)[O-])c1)NC(=O)c1cccs1 | 7 | -7 | -4 | 0 | 2 | -13 | -6 | -1 | -3 | 1
CCOC(=O)c1c(-c2ncc(C(F)(F)F)cc2Cl)noc1C | -3 | 0 | -4 | 0 | 1 | -1 | 2 | 2 | -8 | 6
Nc1nc(-c2ccccc2)cc(N2CCCCC2)n1 | 0 | -11 | 3 | -2 | -7 | 4 | -9 | -4 | -4 | 0
CCOC(=O)c1ccc(NC(=O)CSc2nc(=O)n(CCN3CCOCC3)c3c2CCC3)cc1 | -8 | -9 | 1 | 2 | -5 | -6 | 3 | 3 | 5 | 4
NNC(=O)c1sc2nc(N3CCOCC3)c3c(c2c1N)CCCC3 | 2 | -3 | -2 | -41 | -215 | 18* | -99 | -145 | 11 | -3
COCC(=O)Nc1cc(OC)ccc1OC | 0 | 9 | -7 | -7 | -2 | 0 | -5 | -1 | 3 | -1
O=C(NC(=S)NNC(=O)c1ccco1)c1ccc(Br)cc1 | 8 | 13 | 1 | -1 | -7 | 2 | -2 | -1 | -5 | -3
CCc1ccc(OCC2NCCc3cc(OC)c(OC)cc32)cc1 (configuration not stated) | 3 | 6 | -3 | -15 | -136 | 2 | -59 | -85 | -1 | 2
CCc1ccc(S(=O)(=O)Nc2c(C)nc3nc[nH]n3c2=O)cc1 | 8 | -1 | 0 | -4 | -8 | 1 | 2 | 1 | 17 | 1
CC(C)(C)c1ccc(C(=O)c2c[nH]c(C(=O)NCC3CCCO3)c2)cc1 (configuration not stated) | -8 | -3 | 7 | -2 | -2 | -1 | 3 | 0 | 0 | -2
CCOc1ccc(C(=O)/C=C/c2cn(CN3CCN(C)CC3)c3ccccc23)cc1 | 16 | 17 | -10 | -29 | -495 | 5 | -53 | -333 | -18 | -6
O=C(COC(=O)C1CC2C=CC1C2)Nc1ccc2c(c1)OC(F)(F)O2 (configuration not stated) | 2 | -5 | -1 | 3 | 3 | 1 | 9 | 4 | 2 | 0
C/C(=N\NC(=S)Nc1ccc(F)cc1)C1CC1 | 1 | 0 | 5 | -4 | 2 | 6 | -1 | 2 | 11 | 2
CNCc1ccccc1Sc1ccc(O)c(O)c1 | 14 | 6 | 5 | 2 | -2 | 10 | 16 | -2 | -1 | -5
COc1ccc(C2C(C#N)=C(N)Oc3cc(C)[nH]c(=O)c32)c(OC)c1OC (configuration not stated) | 2 | 4 | -5 | -7 | -10 | 1 | -9 | -9 | -3 | -10
Cc1cc(C)nc(N(C#N)Cc2ccccc2Cl)n1 | 2 | -4 | -2 | -4 | -3 | 10 | -9 | -1 | 2 | -5
CC1=C(C(=O)N2CCOCC2)C(c2ccccc2F)NC(=O)N1 (configuration not stated) | 0 | -11 | -2 | -3 | 2 | -2 | -5 | -2 | -3 | 1
O=C(O)COc1ccc(NC(=O)c2ccc(NC(=O)c3ccco3)cc2)cc1 | 6 | 3 | -3 | 0 | 3 | 1 | -2 | 3 | -2 | 2
CN(Cc1ccc(Cl)cc1Cl)C(=O)C1CC(=O)N(Cc2ccco2)C1 (configuration not stated) | -11 | -16 | 5 | 3 | 0 | 0 | -3 | 1 | -7 | 4
CCN(CC)C(=O)C1=C(C)N(Cc2ccc(OC)cc2)C(=O)C(CC(=O)NC2CC2)C1 (configuration not stated) | 15 | 11 | -6 | 5 | 5 | 4 | -8 | 7 | -8 | 8
COC(=O)c1cccc2c1-c1ccccc1/C2=N/O | 9 | 4 | -7 | 1 | -14 | -19 | 1 | -8 | -10 | -4
NC(c1ccccc1)c1csc(NC(=O)Nc2cccc(C(F)(F)F)c2)n1 (configuration not stated) | 10 | 2 | -4 | -1 | 6 | -2 | -9 | 8 | 3 | -5
Cc1cc(C)n2nc(C(=O)OCC(=O)N3CC(C)CC(C)C3)nc2n1 (configuration not stated) | -1 | 5 | 6 | 1 | -2 | -9 | -9 | -1 | -12 | 6
CC(=O)N1CCc2cc(S(=O)(=O)NCCC(=O)NCc3ccccc3)ccc21 | · | · | 1 | 1 | -1 | -4 | 8 | -2 | -1 | 18*
O=c1cc(CN2CCCCCCC2)c2c(ccc3ccccc32)o1 | 10 | 10 | -4 | -189 | -211 | 2 | i | -147 | -9 | 3
CCOC(=O)CNc1c(-c2ccc(O)cc2)nc2ccc(Cl)cn12 | -1 | -6 | 7 | -30 | i | 11 | -95 | -429 | -17 | 1
COc1ccc(-n2ncc3c(=O)n(CC(=O)NC(C)C)cnc32)cc1 | -1 | -11 | -2 | 0 | -4 | 6 | 1 | -3 | -1 | -7
CCCS(=O)(=O)c1nc(S(=O)(=O)c2ccc(C)cc2)c(N2CCC(O)CC2)s1 | 0 | -11 | -1 | -3 | -8 | -4 | -2 | -2 | 2 | 3
CN(C)CCCNC1=CC(=O)OC12CCCCC2 | -18 | -2 | -4 | 0 | 3 | -3 | 2 | 1 | 6 | 8
Cc1ccc(C)c(NC(=O)Nn2cnnc2)c1 | 11 | -5 | -5 | -2 | -7 | -4 | -8 | 4 | -11 | -7
O=C(N1CCN(c2cccc(Cl)c2)CC1)C1(c2cccs2)CCOCC1 | -5 | 15 | -3 | -1 | 4 | 0 | 3 | 4 | 6 | 11
O=C(CC(Nc1ccccc1)C(=O)O)c1ccccc1 (configuration not stated) | 1 | -10 | 4 | -3 | -4 | -1 | 2 | -6 | -11 | 1
Cn1cc(Cl)c(C(=O)Nc2nc3ccccc3s2)n1 | 8 | -1 | -1 | 0 | -3 | -12 | 7 | 2 | -8 | 3
Cc1ccc(CC#N)c(-c2c(CC#N)ccc(C)c2C)c1C | 11 | -3 | 11 | 1 | -2 | -6 | 3 | 2 | 1 | -3
O=S(Cc1ccccc1)Cc1ccccc1 | 5 | -6 | 4 | -2 | 2 | 7 | -5 | -1 | 4 | -2
COc1ccc(CCC(=O)N2CCN(S(=O)(=O)c3ccc(OC)cc3)CC2)cc1 | 0 | -1 | 4 | -6 | -7 | 1 | -12 | 2 | -5 | -5
COc1ccc(CCC(C)NCC2CCCCC2)cc1 (configuration not stated) | 1 | -3 | 6 | 2 | 2 | 1 | 6 | 1 | -2 | 4
O=C(Nc1ccccc1[N+](=O)[O-])c1cccc(N2C(=O)CCC2=O)c1 | -20 | -13 | 0 | -2 | -5 | 13 | -11 | -2 | 8 | 10
O=C(CCS(=O)(=O)c1ccc(Cl)cc1)NCCC1=CCCCC1 | 4 | -15 | 1 | -5 | -6 | 4 | 1 | 1 | 3 | -10
Cc1cccc(NC(=S)N/N=C/c2c[nH]c3ccccc23)c1 | -1 | 10 | -1 | 3 | -11 | 32* | 6 | -9 | 2 | 1

An excerpt from above, reduced to SIAE inh.
compound	SIAE inh
CCN(CC)C(=O)C1=C(C)N(Cc2ccc(OC)cc2)C(=O)C(CC(=O)NC2CC2)C1 (configuration not stated)	4
COC(=O)c1cccc2c1-c1ccccc1/C2=N/O	-19
